Lipid storage S3: qHTS Assay for Lipid Storage Modulators in Drosophila S3 Cells | Drosophila S3 cells, BODIPY lipid droplet fluorescence, 18-24 h; cells fed with added oleic acid | lipid storage change, negative = inhibition, % at the top dose, mostly 46.1 µM; hits show Potency in µM | actives 0.64% (n = 320,000); active = well fitted inhibition curve with a large enough effect in the signal ratio, with a control signal flat, not every such curve was filed as active; inconclusive = small, poorly fitted or top-dose-only effect, or effect the other way, or a change in a side signal; the % refers to the signal ratio
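Laser-scanning cytometry quantifies lipid droplet accumulation (500–530 nm total intensity; droplet/cell object ratio) in oleic acid-fed (400 uM added) Drosophila S3 cells treated with a concentration series. 20 uM Triacsin C defined 100% inhibition.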
Lipid storage S3 cell count max: also measured in Lipid storage S3; calls as there; cell number change, %; measured here: cell count max response;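 cells counted by Cell Tracker Red CMTPX staining in the red channel; peak over a dose series mostly up to 46.1 µM; percent activity relative to internal control wells on each plate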
Active calls of the source: *; [ ] = remark or other dose. % is scaled to controls: 0 for no effect and ±100 for the full control effect; potency is read from the fitted curve at half-maximal effect. Not all compounds are listed; count on the stated rates, not on these rows.

For COc1ccccc1CN1CCC(n2nccc2NC(=O)CCOc2ccccc2)CC1 the results were Lipid storage S3 inconclusive.
O=C(NCc1ccccc1F)C1CCCN1C(=O)NC1CCCCC1 (stereo not given) was read as Lipid storage S3 -9.5% and Lipid storage S3 cell count max -0.6.
COCCn1c(C)cc(C(=O)CSc2nnc3ccccn23)c1C was read as Lipid storage S3 inconclusive.
COc1cc2[nH]c(=S)n(N(C(C)=O)C(C)=O)c(=O)c2cc1OC was read as Lipid storage S3 inconclusive.
For CCc1ccccc1NC(=O)CCN1C(=O)C2CC=CCC2C1=O (stereo not given) the results were Lipid storage S3 inconclusive.
For COc1ccc(N(CC(=O)Nc2cccc(SC)c2)S(C)(=O)=O)cc1 the results were Lipid storage S3 inconclusive.
For COc1cc(/C=C(\C#N)c2nc3ccccc3[nH]2)ccc1Oc1ccc([N+](=O)[O-])cn1 the results were Lipid storage S3 inconclusive.
For Cc1ccc(NC(=O)CN(C)C(=O)c2ccccn2)cc1 the results were Lipid storage S3 4.4% and Lipid storage S3 cell count max -20.2.
`CCCCSCCCNC(=O)Nc1ccc(C)c(C)c1` gave Lipid storage S3 -9.5% and Lipid storage S3 cell count max 1.8.
Screening COc1ccc(C(=O)NNC(=O)c2ccncc2)cc1[N+](=O)[O-] returned Lipid storage S3 -4.3% and Lipid storage S3 cell count max -3.6.
FC(F)(F)c1nc2ccccc2n2c(-c3ccc(Cl)cc3Cl)nnc12 was read as Lipid storage S3 15.4%.
For CCC(=O)Nc1ccc(S(=O)(=O)N2CCc3ccccc3C2)cc1 the results were Lipid storage S3 inconclusive.
`O=S(=O)(CCc1ccncc1)C1Cc2cccc3cccc1c23` (stereo not given) gave Lipid storage S3 inconclusive.
N#CCOC(=O)c1cc(S(=O)(=O)N2CCCCC2)ccc1N1CCOCC1 was read as Lipid storage S3 inconclusive.
Screening Cc1ccc(-n2nc3c([n+]2[O-])CCc2c-3no[n+]2[O-])cc1 returned Lipid storage S3 -1.7% and Lipid storage S3 cell count max 2.5.
Screening COc1cc(OC)c(C2SCCCS2)cc1OC returned Lipid storage S3 inconclusive.
Screening O=C(O)COc1ccc2occ(C(=O)c3ccccc3)c2c1 returned Lipid storage S3 inconclusive.
CCCNC(=O)CN1CCC(c2nc3ccccc3[nH]2)CC1 was read as Lipid storage S3 inconclusive.
O=C(c1cc(-c2ccc(Cl)cc2)nc2ccccc12)N1CCC1 was read as Lipid storage S3 inconclusive.
Screening COCCNC(=O)c1ccc(CS(=O)(=O)c2ccccc2C)o1 returned Lipid storage S3 7.6% and Lipid storage S3 cell count max 3.5.
`Cc1ccc(S(=O)(=O)/N=C(/Nc2cccc(C(=O)O)c2)c2ccccc2)cc1` gave Lipid storage S3 inactive and Lipid storage S3 cell count max 17.4.
CCOc1ccc(C(=O)N2CCN(Cc3ccccc3)CC2)cc1OCC was read as Lipid storage S3 inconclusive.
`CCOC(=O)c1c(C)[nH]c(C(=O)OCC(=O)NCc2ccc(C)cc2)c1C` gave Lipid storage S3 inconclusive.
For COc1ccc(CCNC(=O)CN2C(=O)COc3ccc(S(=O)(=O)N4CCOCC4)cc32)c(OC)c1 the results were Lipid storage S3 22.5% and Lipid storage S3 cell count max 5.3.
Screening CC(C)CSc1n[nH]c(N)n1 returned Lipid storage S3 2.6% and Lipid storage S3 cell count max 0.5.
Screening Cc1ccc(S(=O)(=O)N2CCCCC2)cc1NC(=O)CCN1C(=O)C2CC=CCC2C1=O (stereo not given) returned Lipid storage S3 inconclusive.
Screening COc1cc2oc(=O)c3c(c2cc1OCC(=O)c1c(C)n(C)c2ccccc12)CCCC3 returned Lipid storage S3 inconclusive.
Screening CCOC(=O)Cc1csc(NC(=O)COc2ccc3c(c2)CCC3)n1 returned Lipid storage S3 -11.7% and Lipid storage S3 cell count max -19.6.
`COc1ccc(NC2CCCN(C(=O)CCN3CCCC3=O)C2)cc1` (stereo not given) gave Lipid storage S3 8.1% and Lipid storage S3 cell count max 24.3.
For COc1ccc(N2CCN(C(=O)c3ccc(CS(=O)Cc4ccc(C)cc4)o3)CC2)cc1 (stereo not given) the results were Lipid storage S3 inactive.
CCOC(=O)c1c(-c2ccc(C)cc2)csc1/N=C(\C)C1=C(O)c2ccccc2C1=O was read as Lipid storage S3 4.3% and Lipid storage S3 cell count max 2.0.
`CCOC(=O)c1c(-c2cccs2)csc1NC(=O)CN1CC(C)OC(C)C1` (stereo not given) gave Lipid storage S3 inactive and Lipid storage S3 cell count max -4.3.
Screening CC(C)CNC(=O)NC(=O)COc1ccc(C=O)cc1 returned Lipid storage S3 -0.3% and Lipid storage S3 cell count max 11.9.
Screening O=C(O)CN1C(=O)C2C3CC(C2C1=O)C1C(c2ccc(Cl)cc2)c2sc(=O)[nH]c2SC31 (stereo not given) returned Lipid storage S3 -1.9% and Lipid storage S3 cell count max 0.2.
Cc1cc(Br)ccc1OCCCCN1CCCCC1 was read as Lipid storage S3 6.3% and Lipid storage S3 cell count max -7.1.
`CC(NS(=O)(=O)c1ccc(Cl)c(Cl)c1)C(=O)OCC(=O)Nc1ccc2c(c1)OCO2` (stereo not given) gave Lipid storage S3 inconclusive.
For C#CCCOC(=O)Nc1ccccc1 the results were Lipid storage S3 6.5% and Lipid storage S3 cell count max -1.4.
Screening COc1ccc(CN2CCN(Cc3ccccc3F)CC2)c(OC)c1 returned Lipid storage S3 -6.2% and Lipid storage S3 cell count max 2.3.
For C=CCNC(=O)c1ccccc1NC(=O)c1ccc(Cl)c(S(=O)(=O)Nc2cccc(C)c2C)c1 the results were Lipid storage S3 5.1% and Lipid storage S3 cell count max -8.4.
For CCCCN(C)CCCNC(=O)CS(=O)Cc1nc(-c2ccc(OC)c(OC)c2)oc1C (stereo not given) the results were Lipid storage S3 2.4% and Lipid storage S3 cell count max -6.3.

Among those listed so far, 2 contain a cyano group:
For COc1cc(/C=C(\C#N)c2nc3ccccc3[nH]2)ccc1Oc1ccc([N+](=O)[O-])cn1 the results were Lipid storage S3 inconclusive.
N#CCOC(=O)c1cc(S(=O)(=O)N2CCCCC2)ccc1N1CCOCC1 was read as Lipid storage S3 inconclusive.

(next part)
CN1CCN(S(=O)(=O)Cc2ccccc2Cl)CC1 was read as Lipid storage S3 inconclusive.
Screening O=C(NC1CC1)c1sc2ccccc2c1Cl returned Lipid storage S3 inactive and Lipid storage S3 cell count max -14.1.
CCOc1ccccc1NC(=O)CCS(=O)(=O)c1ccc(Br)cc1 was read as Lipid storage S3 -28.7% and Lipid storage S3 cell count max 6.4.
For CC(=O)N1CCN(C(=O)CCC(=O)O)CC1 the results were Lipid storage S3 -3.8% and Lipid storage S3 cell count max 3.1.
For CCN(c1ccccc1)S(=O)(=O)c1ccc(NN)nc1 the results were Lipid storage S3 inconclusive.
`COc1cc(OC)cc(-c2nc3nc(C)c(CCC(=O)O)c(C)n3n2)c1` gave Lipid storage S3 inconclusive.
C/C(=N\NC(=O)c1nnn(-c2nonc2N)c1-c1cccs1)c1ccc(C)cc1 was read as Lipid storage S3 inconclusive.
O=S(=O)(c1ccc(-c2ccon2)s1)N1CCN(c2ccccn2)CC1 was read as Lipid storage S3 inconclusive.
Screening Clc1cccc(N=C2NN=C(c3ccc4c(c3)OCCO4)CS2)c1 returned Lipid storage S3 inconclusive.
For CN(C)c1ccc(CNn2cnnc2SCc2ccc(F)cc2)cc1 the results were Lipid storage S3 inconclusive.
CC(=O)c1sc(C(=O)O)c(-c2ccco2)c1-c1ccco1 was read as Lipid storage S3 inconclusive.
`C/C=C/c1ccc(OCCSc2nc(C)cc(=O)[nH]2)c(OC)c1` gave Lipid storage S3 14.4% and Lipid storage S3 cell count max 10.7.
For Cc1cc(C)nc(SCC(=O)N(C)CC(=O)Nc2ccccc2Br)n1 the results were Lipid storage S3 inactive.
Cc1ccc(C)c(N2CCN(C(=O)CNS(=O)(=O)c3cccs3)CC2)c1 was read as Lipid storage S3 inactive.
`O=c1c2ccccc2ncn1Cc1ccc2c(c1)OCO2` gave Lipid storage S3 inconclusive.
CC(/C=C/c1ccc(N(C)C)cc1)=N\N=C(/N)SC1CC(=O)N(c2ccc(C(=O)O)cc2)C1=O (stereo not given) was read as Lipid storage S3 inconclusive.
`CCOC(=O)c1c(CN2CCN(C)CC2)n(C)c2cc(Br)c(OC)cc12` gave Lipid storage S3 inconclusive.
Screening CC1/C(=C\c2ccc(Cl)cc2)C(=O)C2CC1C2(C)C (stereo not given) returned Lipid storage S3 -2.9% and Lipid storage S3 cell count max -25.2.
`Cc1ccc(N2C(=O)c3ccccc3C2O)nc1` (stereo not given) gave Lipid storage S3 14.6% and Lipid storage S3 cell count max -2.1.
Cc1cc(C(=O)NNc2ccc(C)c(C)c2)no1 was read as Lipid storage S3 11.3% and Lipid storage S3 cell count max 15.2.
Screening CC(=O)NS(=O)(=O)c1ccc(NC(=O)c2ccc(S(=O)(=O)N3CCCC3)cc2)cc1 returned Lipid storage S3 inconclusive.
CCOC(=O)c1c(C)[nH]c(=S)c(C#N)c1-c1ccccc1 was read as Lipid storage S3 inconclusive.
Screening O=C(CNC(=O)c1ccc2c(c1)OCO2)N/N=C(Br)/C=C/c1ccccc1 returned Lipid storage S3 inconclusive.
Cn1cc(CN2CCN(c3ccccc3)CC2)c2ccccc21 was read as Lipid storage S3 inconclusive.
O=C(COc1ccc(Br)cc1Br)NNC(=O)c1cccs1 was read as Lipid storage S3 inconclusive.
Screening c1cncc(Nc2c3ccccc3nc3ccccc23)c1 returned Lipid storage S3 inconclusive.
COc1ccc(CN(Cc2nc3ccccc3c(=O)[nH]2)C(=O)c2ccco2)cc1 was read as Lipid storage S3 inconclusive.
CCc1ccc(NC(=O)c2n[nH]c(=O)c3ccccc23)cc1 was read as Lipid storage S3 -1.8% and Lipid storage S3 cell count max 16.9.
O=C(CSc1ccc(F)cc1)Nc1ccc(Br)cc1 was read as Lipid storage S3 6.0% and Lipid storage S3 cell count max 13.5.
For COc1ccc(OCC(=O)N2CCC(n3nccc3NC(=O)C3CC3)CC2)cc1 the results were Lipid storage S3 8.7% and Lipid storage S3 cell count max -12.4.
For c1ccc(Sc2nc(N3CCCCC3)nc(N3CCCCC3)n2)nc1 the results were Lipid storage S3 inconclusive.
O=C(Nc1cccc2cccnc12)c1cccc2ccccc12 was read as Lipid storage S3 inconclusive.
Screening O=C(Cn1c(=O)c2cccn2c2cccnc21)N1CCN(c2ccccc2F)CC1 returned Lipid storage S3 1.5% and Lipid storage S3 cell count max 17.0.
`CCc1cc(Br)ccc1N1C(=O)C2CC=CCC2C1=O` (stereo not given) gave Lipid storage S3 2.8% and Lipid storage S3 cell count max 7.8.
CC(=O)OC[C@H]1O[C@@H](n2ccc(=O)[nH]c2=S)C(OC(C)=O)C1OC(C)=O (stereo not given in full) was read as Lipid storage S3 inconclusive.
Screening Cc1nc(NCc2ccc(S(N)(=O)=O)cc2)c2c(C)c(C)sc2n1 returned Lipid storage S3 inconclusive.
Screening Cc1ccc(S(=O)(=O)N/N=C\c2ccc([N+](=O)[O-])o2)cc1C returned Lipid storage S3 inconclusive.
`CCOc1ccccc1NC(=O)CN(c1cc(C)cc(C)c1)S(=O)(=O)c1c(C)noc1C` gave Lipid storage S3 1.2%[9.22 µM] and Lipid storage S3 cell count max -0.3.
Cc1cccnc1CC(C)NC(=O)c1cc(COc2cncc(Cl)c2)on1 (stereo not given) was read as Lipid storage S3 inconclusive.
For COc1ccc(CC2(CO)CCN(S(=O)(=O)N(C)C)CC2)cc1 the results were Lipid storage S3 21.3% and Lipid storage S3 cell count max -8.9.

For convenience, some entries already given:
CC(=O)OC[C@H]1O[C@@H](n2ccc(=O)[nH]c2=S)C(OC(C)=O)C1OC(C)=O (stereo not given in full) was read as Lipid storage S3 inconclusive.
Screening Cc1nc(NCc2ccc(S(N)(=O)=O)cc2)c2c(C)c(C)sc2n1 returned Lipid storage S3 inconclusive.
Screening Cc1ccc(S(=O)(=O)N/N=C\c2ccc([N+](=O)[O-])o2)cc1C returned Lipid storage S3 inconclusive.
`CCOc1ccccc1NC(=O)CN(c1cc(C)cc(C)c1)S(=O)(=O)c1c(C)noc1C` gave Lipid storage S3 1.2%[9.22 µM] and Lipid storage S3 cell count max -0.3.
Cc1cccnc1CC(C)NC(=O)c1cc(COc2cncc(Cl)c2)on1 (stereo not given) was read as Lipid storage S3 inconclusive.
For COc1ccc(CC2(CO)CCN(S(=O)(=O)N(C)C)CC2)cc1 the results were Lipid storage S3 21.3% and Lipid storage S3 cell count max -8.9.

(continued)
For O=C(OCCNc1ncc(C(F)(F)F)cc1Cl)c1ccc(S(=O)(=O)N2CCOCC2)cc1 the results were Lipid storage S3 inconclusive.
For CCCc1cc(=O)oc2cc(C)cc(OCC(=O)Nc3ccccn3)c12 the results were Lipid storage S3 inconclusive.
O=C(O)Cn1cnc2c(=S)nc[nH]c21 was read as Lipid storage S3 inconclusive.
Screening CC(=O)Nc1nnc(SCC(=O)NCc2ccc3c(c2)OCO3)s1 returned Lipid storage S3 -15.2% and Lipid storage S3 cell count max -1.4.
Screening O=C(O)c1ccccc1C(=O)Nc1c(-c2ccccc2)nc2ccccn12 returned Lipid storage S3 inconclusive.
`CC(C)CN(Cc1c(O)ccc2c3c(c(=O)oc12)CCC3)CC(C)C` gave Lipid storage S3 16.7% and Lipid storage S3 cell count max 1.4.
For Cn1c(=O)c2c(nc(Sc3ncnn3CC(=O)NC(C)(C)C)n2C)n(C)c1=O the results were Lipid storage S3 inconclusive.
`Cn1cnnc1SCc1cccc(Br)c1` gave Lipid storage S3 inconclusive.
Cc1cc2nc(-c3ccc[nH]c3=O)[nH]c2cc1C was read as Lipid storage S3 15.6% and Lipid storage S3 cell count max -9.2.
`CS(=O)(=O)N1CCN(c2ccccc2NC(=O)CSc2ccc(Cl)cc2)CC1` gave Lipid storage S3 inconclusive.

Screens as filed in PubChem.
